Assay outcomes: PubChem BioAssay, several laboratories
Efflux pump inh = blocks antifungal efflux pumps in multiplex yeast assay | S. cerevisiae Candida pump triplex, Nile Red efflux | inhibition, % at 10 µM | actives 0.44% (n = 330,000);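 active = plate passing quality check with inhibition over a set limit, or well fluorescence over plate mean plus 4 SD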;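 also: Nile Red retained in pooled yeast measured as flow cytometry median fluorescence; 0% = buffer negative control and 100% = Enniatin B positive control; higher means more Nile Red kept so more efflux inhibition; some compounds called inactive have numbers as strong as hits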
PP1 inh = counter-screen for PP5 inhibitors: inhibitors of human PP1-alpha; P62136; purified PP1alpha, OMFP fluorescence; inhibition, % at 6.7 µM; actives 0.9% (n = 320,000); AID 2235;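 active = inhibition above the mean inhibition of all tested compounds plus 3 SD, computed separately for each screening campaign, cut at about 15% in these data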
Target sequence (P62136 whole entry, looked up): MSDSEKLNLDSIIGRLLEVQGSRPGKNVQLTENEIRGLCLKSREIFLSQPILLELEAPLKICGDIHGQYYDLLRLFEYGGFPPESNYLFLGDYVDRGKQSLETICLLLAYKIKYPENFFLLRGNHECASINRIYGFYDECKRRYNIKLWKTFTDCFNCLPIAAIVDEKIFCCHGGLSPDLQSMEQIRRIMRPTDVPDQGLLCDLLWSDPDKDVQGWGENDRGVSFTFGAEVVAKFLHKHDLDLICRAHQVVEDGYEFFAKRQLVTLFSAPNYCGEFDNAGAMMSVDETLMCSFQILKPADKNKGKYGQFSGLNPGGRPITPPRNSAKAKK
LYPLA2 inh = blocks human lysophospholipase 2, a PME1 counter-screen | actives 0.38% (n = 320,000) | inhibition, % at 5.9 µM | O95372 | recombinant LYPLA2, FP-Rh probe fluorescence polarization;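 active = inhibition above the screen-wide mean plus 3 SD, limit set per campaign, cut at about 26% in these data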;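 also: 0% = LYPLA2 with DMSO and 100% = wells lacking LYPLA2 enzyme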
core dimer inh = blocks dimerization of HCV core protein. TR-FRET GST/Flag-core106 dimerization, 1536-well. inhibition, % at 5 µM. actives 0.33% (n = 300,000);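 active = inhibition above the mean of all tested compounds plus 3 SD, set per screening campaign, cut at about 45% in these data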
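Assay system: GST-tagged and Flag-tagged HCV core protein residues 1-106 / Times: compound-protein-antibody incubation 4 h at 22.5 °C / Signal: time-resolved FRET, ex 340 nm, em 617 and 671 nm / Evaluation: % inhibition based on acceptor/donor emission ratio / Benchmarks: wells lacking GST-core106 and wells with excess unlabelled core106 / Repeats: singlicate, one well per compound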
PREPL inh = inhibits the human prolyl oligopeptidase-like enzyme; AID 2751; actives 0.68% (n = 320,000); inhibition, % at 5.96 µM; Q4J6C6; recombinant PREPL, fluorescence polarization activity-based probe; in the data active = inhibition above about 43%;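 also: 0% = enzyme with DMSO and 100% = wells lacking enzyme; many of its hits are not listed in these tables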
Target sequence (Q4J6C6 whole entry, looked up): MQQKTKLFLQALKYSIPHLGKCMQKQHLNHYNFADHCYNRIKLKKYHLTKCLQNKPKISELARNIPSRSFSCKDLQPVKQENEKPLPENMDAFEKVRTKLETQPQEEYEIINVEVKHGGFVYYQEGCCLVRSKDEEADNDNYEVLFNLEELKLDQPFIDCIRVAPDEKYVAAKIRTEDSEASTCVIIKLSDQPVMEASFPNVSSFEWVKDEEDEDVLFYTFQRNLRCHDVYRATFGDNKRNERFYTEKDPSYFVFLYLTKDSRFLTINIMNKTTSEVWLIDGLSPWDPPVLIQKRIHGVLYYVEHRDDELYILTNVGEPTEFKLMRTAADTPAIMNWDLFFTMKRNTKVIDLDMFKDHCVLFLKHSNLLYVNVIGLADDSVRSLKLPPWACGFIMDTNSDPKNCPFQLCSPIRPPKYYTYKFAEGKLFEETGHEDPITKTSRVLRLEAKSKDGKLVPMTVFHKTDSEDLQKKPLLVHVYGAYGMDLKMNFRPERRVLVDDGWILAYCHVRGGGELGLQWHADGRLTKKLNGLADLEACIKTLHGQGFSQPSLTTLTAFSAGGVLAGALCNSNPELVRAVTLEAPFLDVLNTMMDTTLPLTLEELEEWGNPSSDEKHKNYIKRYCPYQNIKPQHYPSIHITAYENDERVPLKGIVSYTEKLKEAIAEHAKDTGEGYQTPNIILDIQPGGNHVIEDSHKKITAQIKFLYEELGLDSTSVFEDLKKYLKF
PP5 primary = inhibitors of human protein phosphatase 5 (PP5). purified PP5c, OMFP substrate fluorescence. inhibition, % at 6.7 µM. actives 0.18% (n = 320,000);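 active = inhibition above the campaign's mean inhibition across all tested compounds plus 3 SD, cut at about 9.5% in these data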;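 also: 0% = DMSO only and 100% = 100 µM cantharidin control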
Fh CTSL1 inh = counter-screen for PFM18AAP inhibitors: inhibitors of F. hepatica cathepsin L1; recombinant F. hepatica cathepsin L1, Z-Leu-Arg-MCA fluorescence; inhibition, % at 5.96 µM; actives 0.49% (n = 300,000); AID 1906;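 active = inhibition above the mean of all tested compounds plus 3 SD, set per screening campaign, cut at about 17% in these data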;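 also: 0% = plate median of test compound wells and 100% = 1 µM Z-Phe-Ala-diazomethylketone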
TPT1 inhibitor = inhibitors of Candida albicans tRNA 2'-phosphotransferase TPT1; recombinant caTPT1, FP RNA substrate dephosphorylation; inhibition, % at 5 µM; actives 0.81% (n = 300,000); AID 1962;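 active = inhibition above the mean of all tested compounds plus 3 SD, set per screening campaign, cut at about 24% in these data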;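 also: plate controls were DMSO alone for no effect and ferristatin control at 100 nM for full effect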
JMJD2C inh = blocks human GASC-1 demethylase activity | inhibition, % at 2.35 µM | AID 2099 | actives 0.069% (n = 330,000) | Q9H3R0 | GST-JMJD2C(1-420) H3K9me3 demethylation, DELFIA europium;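 active = more than half of a compound's replicate wells show inhibition beyond 50%, single wells judged on their own value; inconclusive = some, but no more than half, of replicates pass 50% inhibition; inactive = no replicate passes 50% inhibition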;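 also: signal counts dimethyl H3K9 product captured on neutravidin plate; 0% = median of DMSO wells and 100% = 0.3 times that DMSO median; strong numbers were not always called active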
* marks the source's active call; other numbers are inactive results; ? = inconclusive; . = not tested or not shown.

SMILES	Efflux pump inh	PP1 inh	LYPLA2 inh	core dimer inh	PREPL inh	PP5 primary	Fh CTSL1 inh	TPT1 inhibitor	JMJD2C inh
COc1ccc(CN2C(=O)c3cccnc3C2=O)cc1S(=O)(=O)N1CCOc2ccccc21	0.5	3	4	-4	1	3.1	-7	-1	5
O=C(CCCSc1nc2ccccc2[nH]1)NCc1ccccc1Cl	-0.1	0	-6	-3	-12	-0.2	-4	0	5
CC12CC3CC(C)(C1)CC(C(=O)NC(=S)N1CCCCC1)(C3)C2	-0.1	2	2	3	-2	0.9	1	1	19
CCN1CCN(C(=O)CN(CC)S(=O)(=O)c2ccc(Cl)cc2)CC1	0.0	-2	9	-4	1	-0.4	0	1	26
COc1ccc(OC)c(C2C(C(=O)Nc3cccnc3)=C(C)NC3=C2C(=O)CCC3)c1 (stereo not given)	-0.1	4	-8	-3	-11	-0.1	-1	2	-1
COc1cccc(CNC(=O)Cn2cc3c(n2)CCCCC3)c1	0.0	-2	0	-9	-8	-0.5	-1	1	-5
COc1ccccc1-c1nc(SCC(=O)Nc2ccccc2)n[nH]1	0.4	-2	3	3	-4	3.8	0	-1	-4
CCCCC(SCC(=O)Nc1ccccc1)C(=O)O (stereo not given)	-0.2	-4	1	-1	14	0.3	-2	-8	4
COC(=O)/C=C1\SC(=Nc2ccc(OC)cc2)NC1=O	0.0	-5	-2	0	13	-1.4	1	1	7
Cc1nn(C)c(Cl)c1CN1CCN(CC(C)C)C(CCO)C1 (stereo not given)	-0.1	-2	-3	0	11	-1.2	0	-1	18
CCN(C(=O)C1CCCN1S(=O)(=O)c1ccc2c(c1)n(C)c(=O)c(=O)n2C)c1ccccc1 (stereo not given)	0.0	-3	-1	0	5	-1.2	-1	-1	8
CCn1cc(C(=O)O)c(=O)c2cc3c(cc21)OCO3	0.1	-5	-6	-10	20	-1.2	-1	6	3

The last 2 records of the section before come first, to join the parts:
SMILES	Efflux pump inh	PP1 inh	LYPLA2 inh	core dimer inh	PREPL inh	PP5 primary	Fh CTSL1 inh	TPT1 inhibitor	JMJD2C inh
CCN(C(=O)C1CCCN1S(=O)(=O)c1ccc2c(c1)n(C)c(=O)c(=O)n2C)c1ccccc1 (stereo not given)	0.0	-3	-1	0	5	-1.2	-1	-1	8
CCn1cc(C(=O)O)c(=O)c2cc3c(cc21)OCO3	0.1	-5	-6	-10	20	-1.2	-1	6	3
CCOC(=O)C(C)Sc1nc2c(cnn2-c2ccc(C)cc2)c(=O)[nH]1 (stereo not given)	0.1	1	-7	8	9	3.1	1	-2	4
CCOc1ccc(OCC)c(-c2c(=O)n(OCc3ccc(Cl)cc3)c3ccccc3[n+]2[O-])c1	-0.5	-4	-1	7	17	0.5	0	-2	-8
CCC1CCCCN1CCCNC(=O)c1ccc2c(c1)c(C)c(C)n2C (stereo not given)	-0.2	1	1	-12	23	1.3	0	0	-34
CCc1nc(CNC(=O)c2cc(OC)c(OC)c(OC)c2)no1	-0.2	0	-1	-3	15	0.1	-2	-4	5
CCc1ccc(N(CC(=O)NC(C)C)C(=O)CCC(=O)Nc2ccccn2)cc1	0.3	-1	-3	4	-8	-3.2	-5	5	-11
Cc1ccc(S(=O)(=O)N(C)Cc2cc3cc(C)ccc3[nH]c2=O)cc1	0.4	2	1	-3	2	1.4	6	-3	2
Cc1nc2c(cc1N)nc(C)n2Cc1ccccc1	-0.2	0	10	-3	10	0.5	3	-1	2
O=C(CN1CCN(Cc2ccccc2Cl)CC1)N/N=C/c1ccccn1	0.1	-2	-4	1	1	-2.5	2	-2	-6
O=C(Nc1ccc(S(=O)(=O)NCC2CCCO2)cc1)c1cnccn1 (stereo not given)	0.5	-4	7	1	6	1.2	-2	-6	-15
CCc1nnc2c(NCCc3ccccc3)nc3ccccc3n12	-0.2	-1	3	3	7	3.1	5	-5	15
CC(=O)Nc1ccc(NC(=O)/C=C/c2ccc3c(c2)OCO3)cc1	0.0	-6	-9	-4	8	1.9	0	3	-2
C=CCn1c(SCc2ccccc2)nc2scc(-c3ccc(C)o3)c2c1=O	0.3	3	1	-3	-7	2.6	2	4	-1
COc1ccc(Br)cc1CN(C)CC(=O)Nc1cc(Cl)cc(Cl)c1	0.2	-2	-10	1	0	1.3	2	-1	5
COc1ccc(NC(=O)c2nn(C34CC5CC(CC(C5)C3)C4)cc2[N+](=O)[O-])cc1	-0.5	5	6	9	13	1.8	2	-5	3
CCCn1c(N2CCN(C(=O)Nc3ccc(Cl)cc3)CC2)nc2ccccc21	-0.1	0	0	-9	27	-1.2	5	-7	-5
O=C(/C=C/c1ccc(O)cc1)c1ccc(NC2=C(N3CCCCC3)C(=O)c3ccccc3C2=O)cc1	-0.1	4	6	18	29	9.9*	33*	4	?
CCOc1ccccc1/C=C(\NC(=O)c1ccccc1)C(=O)NCCC(=O)O	-0.1	0	2	-11	0	0.2	-2	-1	-4
CC(=O)N1C(c2ccccc2O)C[C@]2(C)CC(=O)NC12 (stereo not given in full)	-0.2	-2	-4	-2	4	1.2	0	-8	45
O=C(COC(=O)C1CCN(S(=O)(=O)c2cccs2)CC1)c1ccccc1	0.1	-4	-5	4	-1	1.5	1	4	3
O=C(c1cccc(Cl)c1)N1CCN(c2ccc(N3CCOCC3)nn2)CC1	-0.1	-5	-3	-1	7	-1.4	0	3	-2
Cc1ccc(S(=O)(=O)N2CCC(=O)N(CCOCc3ccc(F)cc3)CC2)cc1	-0.1	1	13	-11	17	2.0	-5	-4	-5
C[C@@H](CSc1ccc(Br)cc1)CN1CC[C@H](O)CCC1=O	-0.1	0	10	.	18	-0.4	.	.	-5
CC(C)COc1cccc(C(=O)NC(=S)NCc2cccnc2)c1	0.0	0	17	1	-6	2.3	-1	2	-10
COc1ccc(C=O)cc1COc1ccc(C)cc1[N+](=O)[O-]	-0.2	3	5	17	-11	5.1	-5	-1	18
Cc1cc(OCC(O)CN2CCN(C)CC2)ccc1C(C)C (stereo not given)	0.1	-3	-3	-2	-1	1.8	-1	2	-8
CN(C)S(=O)(=O)c1ccc(NC(=S)NC(=O)C2CCC2)cc1	3.9	-2	-1	0	4	2.0	-3	0	47
O=c1oc2ccccc2nc1/C=C(O)/C=C/c1ccc(F)cc1	0.0	8	2	0	3	3.1	2	3	25
Cc1cccc(C(=O)O/N=C(/c2ccccc2)c2ccncc2)c1	0.1	0	2	3	-6	0.1	0	-2	-25
O=C(O)Cn1nc(-c2ccccc2)ccc1=O	0.0	-1	5	2	5	-0.2	-3	-1	-19
COc1ccccc1CNC(=O)C(=O)c1cn(CC(=O)N2CCOCC2)c2ccccc12	0.0	0	7	-1	-5	2.5	2	0	6
Cc1ccc(-c2[nH]ncc2/C=N/n2c(COc3ccccc3)nc3ccccc3c2=O)cc1	-0.1	3	-63	19	-13	3.5	7	1	9
COC(=O)C1C(=O)NC(SC)=C(C#N)C1c1ccccc1F (stereo not given)	-0.1	1	-2	-2	8	-0.4	3	-3	1
CS(=O)(=O)c1ccc([C@@H](O)[C@@H](CF)NC(=O)C(Cl)Cl)cc1	-0.2	-5	0	-5	0	0.8	2	-2	.
Cc1ccc(OCCC(=O)OCC(=O)N2CCN(S(=O)(=O)c3ccc(Cl)cc3)CC2)cc1	0.2	-8	-1	-3	7	4.1	-33	-1	-7
O=C(Nc1cc(Cl)cc(Cl)c1)C(NCC1CCCO1)c1ccccc1 (stereo not given)	0.0	3	-6	2	-10	1.1	0	0	0
Cc1cccn2c(CNCCSc3nccn3C)c(C(=O)N3CCCCC3)nc12	-0.1	0	0	-1	-4	-0.3	-3	-1	-8
CCN(C(=O)c1cc2c(=O)n3cccc(C)c3nc2s1)C1CCCCC1	-0.3	1	-3	-8	-10	2.1	0	-1	-1
O=C(Cn1nc(C(F)(F)F)c2c1CCCC2)NCCN1CCOCC1	0.1	-3	5	-4	7	0.0	-3	-1	-7
N#C/C(=C\c1ccc(F)cc1)C(=O)NC1CCS(=O)(=O)C1 (stereo not given)	0.2	-6	-2	5	2	0.1	-7	-4	-11
Cc1cc(C(=O)N/N=C/c2cccc([N+](=O)[O-])c2)c(C)n1-c1ccccc1	-0.1	10	6	-3	17	4.7	5	-2	11
COc1ccc(C2SCCN2C(=S)Nc2ccc(Cl)cc2)cc1 (stereo not given)	0.2	2	-2	1	-10	3.2	-2	-2	-1
CC(=O)Nc1ccc(NC(=O)C(C)OC(=O)c2ccccc2NS(=O)(=O)c2cccs2)cc1 (stereo not given)	0.0	0	3	-3	-15	3.3	-4	-2	2
NC1=NC(c2ccccc2Cl)n2c(nc3ccccc32)N1 (stereo not given)	-0.1	-5	1	4	4	-1.4	1	3	-5
Nc1cccc(P(=O)(c2ccccc2)c2ccccc2)c1	-0.1	-5	-7	0	5	-3.0	5	-2	4
Cc1nn(CCc2n[nH]c(=S)n2C2CCCCC2)c(C)c1Br	0.0	-2	-4	-1	4	-0.3	-1	0	4
O=C(CSc1nc2c(cnn2-c2cccc(Cl)c2)c(=O)[nH]1)NCCC1=CCCCC1	0.3	-2	6	.	-1	-1.4	.	.	2
O=C(COc1ccc(Cl)cc1)NC1CCSC1=O (stereo not given)	-0.1	-5	3	-4	0	2.2	1	-3	1
NS(=O)(=O)c1ccc(CCNC(=O)COC(=O)/C=C/c2ccc(Cl)cc2)cc1	0.2	-6	1	2	15	0.2	-6	3	14
Cc1ccc(CSc2ccc(S(=O)(=O)N3CCCC3)cn2)cc1	-0.2	3	4	.	16	5.3	.	.	-5
O=S(=O)(Nc1ccccn1)c1ccc(-n2cccn2)cc1	0.1	-2	-5	-7	7	-1.4	4	-1	-5
Cn1ccnc1SCC(=O)Nc1ccc2c(c1)OCO2	0.0	0	-3	9	3	-1.6	0	1	4
Cc1ccc(NC(=O)CSc2nnc(-c3ccccc3C)o2)cc1C	-0.1	-1	6	1	-20	6.7	-2	-6	7
COc1ccc(N(CC(=O)N/N=C/c2ccccc2OC)S(=O)(=O)c2ccccc2)cc1	0.1	-3	-2	10	0	2.7	-6	-1	-8
COC(=O)c1ccc(CN2[C@H](C(=O)OC)C[C@@]3(O)[C@@H](O)[C@@H](O)[C@@H](O)C[C@@H]23)cc1	0.4	-2	-2	-5	23	2.8	-5	-1	-24
CC(=O)Oc1cc(O)c2c(=O)c(OC(C)=O)c(-c3ccc(OC(C)=O)c(OC(C)=O)c3)oc2c1	-0.3	-1	-14	-30	44*	5.5	-15	3	14
Cc1ccc(OCC(=O)N/N=C\c2cccs2)c([N+](=O)[O-])c1	0.1	-1	0	-2	5	-0.2	5	1	14
CCCC1NC(=S)N(C2CCCCC2)C1=O (stereo not given)	-0.2	1	5	-9	9	1.1	-1	-3	0
Cc1ccc(NC(=O)COC(=O)c2ccnn2C)cc1	0.0	-3	-6	6	-1	2.0	-3	0	10
COc1ccc(CNC(=O)CNC(C)c2ccc(F)cc2)cc1 (stereo not given)	0.0	1	-6	-2	-6	1.7	-4	0	-20
CC(C)C[C@H](NC(=O)N1CCn2c1nc1ccccc12)C(=O)N1CCCCC1	-0.1	-6	1	7	7	3.2	1	-3	1
Cc1nc2ccc([N+](=O)[O-])cc2s1	0.1	-4	-2	-4	8	-2.4	0	-4	4
COc1ccccc1Nc1nn2c(=O)c3ccc(C(=O)N4CCC(C)CC4)cc3nc2s1	0.0	5	-5	12	6	-0.7	1	2	6

This is a subset (hit frequency here may not be typical).
